Screens: PubChem, NCI
Growth percent in the NCI-60 one-dose screen (48 h, 10 µM unless noted): 100 = growth as untreated, 0 = no growth, -100 = all killed.
MDA-MB-468: MDA-MB-468 breast cancer | actives 8.5% (n = 78,000)
MCF7: MCF7 breast cancer; AID 1794796; actives 6.3% (n = 82,000)
SR: SR leukemia cells; actives 8.7% (n = 73,000)
K-562: K-562 leukemia; AID 1794777; actives 7.4% (n = 78,000)
MDA-MB-231: MDA-MB-231 breast cancer; actives 5% (n = 81,000); AID 1794789
HS 578T: HS 578T breast cancer; actives 4.1% (n = 78,000); AID 1794788
BT-549: BT-549 breast cancer; actives 4.4% (n = 78,000); AID 1794793
T-47D: T-47D breast cancer. actives 5% (n = 79,000)
The depositor's hits bear a star. The calls were made as follows: active = growth percent below 10; inactive = the rest.

How did COC(=O)C(=O)C(C#N)c1c(Cl)cccc1Cl (configuration not stated) do in these assays?
MDA-MB-468: 89; MCF7: 109; SR: 121; K-562: 115; MDA-MB-231: 95; HS 578T: 98; BT-549: 100; T-47D: 101

How did CC(C)(C)[Si](C)(C)OCC1CCC(n2cnc3c(NC(=O)c4ccccc4)ncnc32)O1 (configuration not stated) do in these assays?
MDA-MB-468: 102; MCF7: 97; SR: 100; K-562: 94; MDA-MB-231: 100; HS 578T: 103; BT-549: 101; T-47D: 88

Results for O=C(NC1CCCCCC1)c1ccc2c(=O)n3c(nc2c1)CCCCC3 ?
MDA-MB-468: 81; MCF7: 100; SR: 116; K-562: 89; MDA-MB-231: 100; HS 578T: 83; BT-549: 100; T-47D: 100

What do the screens show for `Nc1ccc(S)cc1`?
MDA-MB-468: 99; MCF7: 104; SR: 105; K-562: 103; MDA-MB-231: 97; HS 578T: 102; BT-549: 96; T-47D: 112

How did COc1ccc(COC=O)cc1 do in these assays?
MDA-MB-468: 114; MCF7: 99; SR: 94; K-562: 96; MDA-MB-231: 112; HS 578T: 104; BT-549: 110; T-47D: 91

What do the screens show for `COc1ccc2[nH]c3nc4cnccc4cc3c2c1`?
MDA-MB-468: 117; MCF7: 82; SR: 103; K-562: 111; MDA-MB-231: 109; HS 578T: 110; BT-549: 104; T-47D: 95

What do the screens show for `COc1cccc(C2CC(=O)N(c3cc(Cl)cc(Cl)c3)C3=C2C(=O)OC3)c1` (configuration not stated)?
MDA-MB-468: 99; MCF7: 95; SR: 105; K-562: 105; MDA-MB-231: 121; HS 578T: 99; BT-549: 90; T-47D: 106

What do the screens show for `CC(C)c1ccc(-n2c(=S)[nH]c3sc4c(c3c2=O)CCC(=O)C4)cc1`?
MDA-MB-468: 59; MCF7: 85; SR: 50; K-562: 57; MDA-MB-231: 68; HS 578T: 32; BT-549: 26; T-47D: 12

How did COc1ccc(-c2nc3sccn3c2-c2ccnc(NCCNS(=O)(=O)c3cccc(F)c3)n2)cc1 do in these assays?
MDA-MB-468: 54; MCF7: 84; SR: 76; K-562: 59; MDA-MB-231: 71; HS 578T: 93; BT-549: 79; T-47D: 34

How did O=C(O)[C@@H](Cc1ccc2ccccc2c1)NC(=O)n1c2ccccc2c2ccccc21 do in these assays?
MDA-MB-468: 12; MCF7: 17; SR: 26; K-562: 12; MDA-MB-231: 16; HS 578T: 17; BT-549: 11; T-47D: 71

How did CC1(C)OC2OC3C(CNCCO)OC(c4ccccc4)OC3C2O1 (configuration not stated) do in these assays?
MDA-MB-468: 112; MCF7: 102; SR: 94; K-562: 104; MDA-MB-231: 106; BT-549: 105; T-47D: 113

How did COc1cccc(Nc2c(Br)cnc3[nH]c4ccc(Br)cc4c23)c1 do in these assays?
MDA-MB-468: 72; MCF7: 59; SR: 56; K-562: 46; MDA-MB-231: 90; HS 578T: 102; BT-549: 85; T-47D: 94

Results for CN1CCC(CN2c3ccccc3Sc3ccccc32)C1 (configuration not stated) ?
MCF7: 98; SR: 79; K-562: 38; MDA-MB-231: 60; HS 578T: 86; BT-549: 89; T-47D: 94

What do the screens show for `Nc1nc(I)c2ncn(C3OC(CO)C(O)C3O)c2n1` (configuration not stated)?
MDA-MB-468: 115; MCF7: 97; SR: 107; K-562: 118; MDA-MB-231: 101; HS 578T: 136; BT-549: 70; T-47D: 95

How did OC[C@H]1O[C@@H](O[C@@H]2[C@@H](CO)O[C@](O)(CO)[C@H]2O)[C@H](O)[C@@H](O)[C@H]1O do in these assays?
MDA-MB-468: 135; MCF7: 98; K-562: 107; MDA-MB-231: 96; HS 578T: 124; BT-549: 110; T-47D: 106

What do the screens show for `COc1ccc(C(=O)C2C3(C#N)C(=O)NC(=O)C23C#N)cc1OC` (configuration not stated)?
MDA-MB-468: 108; MCF7: 105; SR: 115; K-562: 103; MDA-MB-231: 116; HS 578T: 107; BT-549: 111; T-47D: 103

What do the screens show for `Cn1cnc2c(ncn2C2OC(CO)C(O)C2O)c1=S` (configuration not stated)?
MDA-MB-468: 111; MCF7: 98; SR: 102; K-562: 91; MDA-MB-231: 118; HS 578T: 121; BT-549: 105; T-47D: 113

What do the screens show for `Cc1nc(N)nc(Nc2ccc(C#N)cc2)c1Br`?
MDA-MB-468: 79; MCF7: 89; SR: 100; K-562: 84; MDA-MB-231: 89; HS 578T: 94; BT-549: 58; T-47D: 78

How did O=C(Nc1ccc(N=Cc2c(O)[nH]c3ccccc23)cc1)Nc1ccc(S(=O)(=O)Nc2ncccn2)cc1 do in these assays?
MDA-MB-468: 116; MCF7: 85; SR: 96; K-562: 98; MDA-MB-231: 107; HS 578T: 103; BT-549: 103; T-47D: 92

What do the screens show for `C=C(C)[C@@H]1CC[C@]2(/C=N/OCCC#N)CC[C@]3(C)[C@H](CC[C@@H]4[C@@]5(C)CC/C(=N\OCCC#N)C(C)(C)[C@@H]5CC[C@]43C)[C@@H]12`?
MDA-MB-468: 73; MCF7: 62; SR: 54; K-562: 68; MDA-MB-231: 83; HS 578T: 89; BT-549: 88; T-47D: 46

Two entries drawn at random from those above, as already listed:
How did COC(=O)C(=O)C(C#N)c1c(Cl)cccc1Cl (configuration not stated) do in these assays?
MDA-MB-468: 89; MCF7: 109; SR: 121; K-562: 115; MDA-MB-231: 95; HS 578T: 98; BT-549: 100; T-47D: 101

What do the screens show for `COc1ccc(C(=O)C2C3(C#N)C(=O)NC(=O)C23C#N)cc1OC` (configuration not stated)?
MDA-MB-468: 108; MCF7: 105; SR: 115; K-562: 103; MDA-MB-231: 116; HS 578T: 107; BT-549: 111; T-47D: 103

Part of the list above in order of formula weight, rising.
Results for CN1CCC(CN2c3ccccc3Sc3ccccc32)C1 (configuration not stated) ?
MCF7: 98; SR: 79; K-562: 38; MDA-MB-231: 60; HS 578T: 86; BT-549: 89; T-47D: 94

How did CC(C)(C)[Si](C)(C)OCC1CCC(n2cnc3c(NC(=O)c4ccccc4)ncnc32)O1 (configuration not stated) do in these assays?
MDA-MB-468: 102; MCF7: 97; SR: 100; K-562: 94; MDA-MB-231: 100; HS 578T: 103; BT-549: 101; T-47D: 88

How did COc1ccc(-c2nc3sccn3c2-c2ccnc(NCCNS(=O)(=O)c3cccc(F)c3)n2)cc1 do in these assays?
MDA-MB-468: 54; MCF7: 84; SR: 76; K-562: 59; MDA-MB-231: 71; HS 578T: 93; BT-549: 79; T-47D: 34

What do the screens show for `C=C(C)[C@@H]1CC[C@]2(/C=N/OCCC#N)CC[C@]3(C)[C@H](CC[C@@H]4[C@@]5(C)CC/C(=N\OCCC#N)C(C)(C)[C@@H]5CC[C@]43C)[C@@H]12`?
MDA-MB-468: 73; MCF7: 62; SR: 54; K-562: 68; MDA-MB-231: 83; HS 578T: 89; BT-549: 88; T-47D: 46

Following part:
How did COc1c(CO)cc(Cl)cc1CO do in these assays?
MDA-MB-468: 110; MCF7: 92; SR: 91; K-562: 91; MDA-MB-231: 107; HS 578T: 106; BT-549: 107; T-47D: 96

How did O=C1[C@H]2Cc3c([nH]c4ccccc34)[C@@H](c3ccc(Br)cc3)N2C(=O)CN1C1CCN(Cc2c(F)cccc2F)CC1 do in these assays?
MDA-MB-468: 43; MCF7: 22; SR: 47; K-562: 30; MDA-MB-231: 54; HS 578T: 70; BT-549: 81; T-47D: 44

What do the screens show for `COc1cccc(NC(=O)Nc2ccc(Nc3ncnc4sc(C(=O)NCCC(=O)NO)c(C)c34)cc2)c1`?
MDA-MB-468: 83; MCF7: 91; SR: 112; K-562: 115; MDA-MB-231: 101; HS 578T: 101; BT-549: 96; T-47D: 100

How did CC(C)C(NS(=O)(=O)c1ccc(N=NC2CCC(N(C)C)CC2)cc1)C(=O)NCCOCCOCC(=O)NC(CCCCNC(=O)C(CCCCNC(=O)CC(=O)Nc1ccccc1Oc1ncc(C(F)(F)F)cc1Cl)NC(=O)COCCOCCNC(=O)c1ccc(N2CCN(Cc3ccc(Cl)cc3)CC2)c([N+](=O)[O-])c1)C(=O)NCCOCCOCC(=O)NC(CCCCNC(=O)CN1CCN(CC(=O)O)CCN(CC(=O)O)CCN(CC(=O)O)CC1)C(=O)O (configuration not stated) do in these assays?
MDA-MB-468: 99; MCF7: 93; SR: 86; K-562: 100; MDA-MB-231: 89; HS 578T: 94; BT-549: 105; T-47D: 88

Results for CCCCCCOc1ccc(C(=N)N(CCCC)CCCC)c2ccccc12 ?
MDA-MB-468: -82*; MCF7: -75*; SR: -47*; K-562: -42*; MDA-MB-231: -90*; HS 578T: -14*; BT-549: -95*; T-47D: -65*

How did C[PH+](c1nc2ccccc2nc1[PH+](C)C(C)(C)C)C(C)(C)C.C[PH+](c1nc2ccccc2nc1[PH+](C)C(C)(C)C)C(C)(C)C.[Au+].[Cl-] (configuration not stated) do in these assays?
MDA-MB-468: -81*; MCF7: -84*; SR: 6.6*; K-562: 1.7*; MDA-MB-231: -90*; HS 578T: -39*; BT-549: -74*; T-47D: -80*

What do the screens show for `Cc1ccc(C2=NN(C=O)C(c3cn(-c4ccccc4)nc3-c3ccc(Cl)cc3)C2)cc1` (configuration not stated)?
MDA-MB-468: 88; MCF7: 91; SR: 36; K-562: 70; MDA-MB-231: 68; HS 578T: 78; BT-549: 102; T-47D: 69

Results for COc1ccc(/C=C2\SC(=O)NC2=NCCCO)cc1OC ?
MDA-MB-468: 95; MCF7: 93; SR: 106; K-562: 108; MDA-MB-231: 96; HS 578T: 93; BT-549: 104; T-47D: 102

How did O=c1[nH]nc(-c2ccccc2)c2c(-c3ccccc3)n[nH]c12 do in these assays?
MDA-MB-468: 92; MCF7: 94; SR: 78; K-562: 97; MDA-MB-231: 99; HS 578T: 78; BT-549: 95; T-47D: 77

How did Nc1nc(-c2cc(Cl)cc(Cl)c2)cc(-c2cc3ccccc3oc2=O)n1 do in these assays?
MDA-MB-468: 108; MCF7: 70; SR: 79; MDA-MB-231: 84; HS 578T: 102; BT-549: 101; T-47D: 104

Results for O=C(O)c1cn(C2CC2)c2cc(N3CCN(C(=O)CO[N+](=O)[O-])CC3)c(F)cc2c1=O ?
MDA-MB-468: 96; MCF7: 94; SR: 96; K-562: 101; MDA-MB-231: 116; HS 578T: 105; BT-549: 105; T-47D: 100

What do the screens show for `Cc1ccc2oc(=O)cc(-c3cc(-c4cc5ccccc5oc4=O)nc(N)c3C#N)c2c1`?
MDA-MB-468: 69; MCF7: 78; SR: 74; K-562: 81; MDA-MB-231: 55; HS 578T: 71; BT-549: 57; T-47D: 60

Results for C#CC1(OCC2CN(c3ccccc3)C(=O)O2)CCCCC1 (configuration not stated) ?
MDA-MB-468: 95; MCF7: 97; SR: 94; K-562: 100; MDA-MB-231: 109; HS 578T: 118; BT-549: 98; T-47D: 87

What do the screens show for `CCOC(=O)NC(C)(C)CC(C)(C)C`?
MDA-MB-468: 95; MCF7: 86; SR: 93; K-562: 95; MDA-MB-231: 119; BT-549: 109; T-47D: 100

What do the screens show for `O=C1OC(=O)C2C1C1(Cl)C(Cl)=C(Cl)C2(Cl)C2C(=O)OC(=O)C21` (configuration not stated)?
MDA-MB-468: 94; MCF7: 96; K-562: 105; MDA-MB-231: 122; HS 578T: 113; BT-549: 103; T-47D: 95

Results for CCCCCCCCCCCCCCCn1nnnc1N ?
MDA-MB-468: 108; MCF7: 99; SR: 99; K-562: 114; MDA-MB-231: 104; HS 578T: 89; BT-549: 109; T-47D: 95

What do the screens show for `CSC(=CC(=O)c1ccco1)SC`?
MDA-MB-468: 99; MCF7: 98; SR: 95; K-562: 91; MDA-MB-231: 112; HS 578T: 109; BT-549: 102; T-47D: 96

Results for CCn1c(SCC(=O)c2ccc(Cl)cc2)nnc1-c1ccncc1 ?
MDA-MB-468: 108; MCF7: 98; SR: 103; K-562: 92; MDA-MB-231: 107; HS 578T: 100; BT-549: 109; T-47D: 102

Results for CCn1c(N)nc2c1c(=O)n(C)c(=O)n2C ?
MDA-MB-468: 110; SR: 117; K-562: 115; MDA-MB-231: 122; BT-549: 103; T-47D: 118

How did O=C1Nc2ccc(Br)cc2C12CC(c1ccccc1)=NN2 (configuration not stated) do in these assays?
MDA-MB-468: 49; MCF7: 18; SR: 13; K-562: 24; MDA-MB-231: 51; HS 578T: 47; BT-549: 48; T-47D: 72

Hits appear at their usual frequency (roughly 14% active in at least one column).
